KCNK9 inh: blocks the human KCNK9 two-pore domain potassium channel | Q9NPC2 | HEK293 KCNK9, FluxOR thallium flux fluorescence; stronger effect = lower value | B-score at 10 µM | 1.2% of 310,000 active;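 active = ratio B-score over 3 SD below the library mean, with starting fluorescence within 5 SD of its mean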;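 also: negative B-score means less thallium flux so channel inhibition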
RGS4 act: potentiators or activators of RGS4 | B-score at 10 µM | 0.92% of 310,000 active | HEK293 M3R/inducible RGS4, carbachol calcium flux Fluo4; stronger effect = lower value | AID 463111;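 active = B-score of the integrated calcium signal more than 4 SD below the library mean, with starting fluorescence not abnormally high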;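 also: negative B-score means reduced calcium response which marks RGS4 activation or potentiation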
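test system = M3R-expressing HEK293 line, RGS4 induced by doxycycline | probe or stimulus = carbachol at ECmax as muscarinic agonist stimulus | timing = dye loading 30 min 37 °C, buffer rest 30 min RT | signal = calcium dye Fluo4 fluorescence | evaluation = B score from integrated fluorescence ratio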
RGS4 block: inhibitors of human RGS4; P49798; HEK293 M3R/RGS4 inducible, Fluo-4 calcium flux; stronger effect = higher value; triggered by carbachol at its EC20; B-score at 10 µM; 0.45% of 310,000 active; AID 463165;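 active = B-score, a plate-corrected calcium signal, over three deviations above library mean, with baseline fluorescence within five deviations of library mean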;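 also: RGS4 expression induced by doxycycline in cells with stable M3 receptor; B-score is computed from the integrated fluorescence ratio over baseline after carbachol; higher B-score means a larger calcium signal and so more RGS4 inhibition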
KCNK3 inh: human KCNK3 channel inhibition, primary screen. B-score at 10 µM. O14649. CHO-KCNK3 thallium flux, FluxOR fluorescence; stronger effect = lower value. 0.84% of 340,000 active;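 active = B-score under library mean minus 4 SD, starting fluorescence ratio at most library mean plus 5 SD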;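 also: more negative B-score means stronger inhibition of thallium flux through KCNK3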
hERG rescue: shields human hERG channel from block by proarrhythmic agents; Q12809; CHO-hERG, FluxOR thallium flux, dofetilide IC70 present; activation (rescue from dofetilide block), less the hit threshold, % at 10 µM; 0.51% of 310,000 active; AID 1511;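 active = activation above the mean of controls blocked by dofetilide plus 5 SD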;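 also: thallium influx through hERG after potassium depolarization seen as dye fluorescence rise; in these data hits start at about 4.7%; inactives centre near -7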
Target sequence (Q12809 whole entry, looked up): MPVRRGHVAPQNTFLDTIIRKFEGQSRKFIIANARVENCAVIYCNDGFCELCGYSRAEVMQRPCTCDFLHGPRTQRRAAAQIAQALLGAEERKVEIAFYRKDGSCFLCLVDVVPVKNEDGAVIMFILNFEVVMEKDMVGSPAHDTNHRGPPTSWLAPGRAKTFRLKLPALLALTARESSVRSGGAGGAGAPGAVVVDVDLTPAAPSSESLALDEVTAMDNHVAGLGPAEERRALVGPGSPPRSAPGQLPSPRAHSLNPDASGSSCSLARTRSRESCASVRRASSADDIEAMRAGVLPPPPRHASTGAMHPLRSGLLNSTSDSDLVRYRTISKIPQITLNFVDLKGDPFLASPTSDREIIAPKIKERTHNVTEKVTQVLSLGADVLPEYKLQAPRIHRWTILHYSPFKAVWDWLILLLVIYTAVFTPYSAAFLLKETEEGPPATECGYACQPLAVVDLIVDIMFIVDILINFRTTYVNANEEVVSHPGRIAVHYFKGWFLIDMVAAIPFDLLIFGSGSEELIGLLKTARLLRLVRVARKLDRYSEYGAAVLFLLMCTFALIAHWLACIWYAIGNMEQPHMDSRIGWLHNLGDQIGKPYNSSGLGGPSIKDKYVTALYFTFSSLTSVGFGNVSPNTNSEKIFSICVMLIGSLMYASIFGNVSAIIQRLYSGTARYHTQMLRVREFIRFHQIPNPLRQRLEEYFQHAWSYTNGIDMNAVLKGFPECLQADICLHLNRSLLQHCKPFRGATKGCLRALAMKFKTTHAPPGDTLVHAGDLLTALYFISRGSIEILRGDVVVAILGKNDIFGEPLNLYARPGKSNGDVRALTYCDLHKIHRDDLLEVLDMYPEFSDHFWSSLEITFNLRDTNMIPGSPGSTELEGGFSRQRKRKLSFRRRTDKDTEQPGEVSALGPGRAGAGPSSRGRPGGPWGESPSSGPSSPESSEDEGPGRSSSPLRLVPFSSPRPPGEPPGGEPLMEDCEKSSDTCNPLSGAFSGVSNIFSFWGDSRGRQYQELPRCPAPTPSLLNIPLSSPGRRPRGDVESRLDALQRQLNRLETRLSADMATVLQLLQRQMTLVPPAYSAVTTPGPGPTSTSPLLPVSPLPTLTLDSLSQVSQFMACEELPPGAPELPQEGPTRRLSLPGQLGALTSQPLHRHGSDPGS
MrgX1 allo act: allosterically activates human MrgX1 receptor signaling; 0.63% of 310,000 active; B-score at 10 µM; MrgX1-HEK293, Fluo-4 calcium flux, FDSS; stronger effect = higher value; Q96LB2;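 active = plate-corrected calcium response at least 3 library SD above typical, normal starting fluorescence, not activating the receptor alone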;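 also: compound read alongside a low EC10 to EC30 dose of BAM8-22 agonist; peak minus trough fluorescence over baseline measured at the second addition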
KCNQ1 pot: human KCNQ1 channel potentiation or activation; P51787; 0.35% of 310,000 active; B-score at 10 µM; CHO-K1 KCNQ1, thallium flux FluxOR fluorescence; stronger effect = higher value;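 active = fluorescence ratio B-score, a plate-corrected score, at least three library SD, with initial intensity B-score within 5 SD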
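System: Stable KCNQ1 CHO-K1 line | Incubation: 90 min dye loading and 20 min compound exposure, both at room temperature | Measure: Ratio B score | Medium: Assay buffer for compound exposure, DMSO matched across wells | Compound dosing: Single-concentration screen | Probe or stimulus: K+/Tl+ depolarizing stimulus | Measured by: Kinetic FluxOR fluorescence, 10 s baseline plus 110 s post-stimulus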
MrgX1 agonist: agonists of human MrgX1 receptor; MrgX1-HEK293 cells, Fluo-4 calcium fluorescence, agonist mode; stronger effect = higher value; B-score at 10 µM; 0.44% of 310,000 active;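 active = calcium response B-score plate-corrected fluorescence ratio at least 3 library SD, with starting fluorescence B-score inside 5 SD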
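Material: MrgX1-expressing HEK293 cells / Dosing: compound as first of three additions / Incubation: overnight seeding, then 1 h dark dye loading / Signal: Fluo-4 NW calcium fluorescence / Evaluation: B-scored fluorescence response ratio / Benchmarks: positive and negative control wells on each plate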
KCNQ1 block: human KCNQ1 channel inhibition. CHO-K1 KCNQ1, FluxOR thallium flux fluorescence; stronger effect = higher value. P51787. 1.3% of 310,000 active. B-score at 10 µM. AID 2642;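 active = compounds whose thallium flux B-score, printed positive for inhibition, exceeds three library SD while starting fluorescence stays within three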;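 also: channel opened by potassium depolarization with thallium stimulus after 20 min compound exposure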
TMEM16A act: mouse TMEM16A channel activation, primary screen; Q8BHY3; HEK293 TMEM16A/YFP-H148Q/I152L, iodide quench fluorescence; stronger effect = lower value; B-score at 10 µM; 0.3% of 340,000 active;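 active = fluorescence-ratio B-score plate-corrected deviation score at least 3 library SD below zero, with starting fluorescence score within 5 deviations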;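 also: channel opened by trigger with iodide after compound preincubation; score built on the fluorescence ratio of max minus min over baseline; more negative score means more quench and so TMEM16A activation or potentiation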
ANO1 block: inhibitors of mouse TMEM16A calcium-activated chloride channel. AID 588511. HEK293 TMEM16A/YFP iodide influx fluorescence, ionomycin. Q8BHY3. normalized B-score (activity score, 25-100; higher = stronger inhibition) at 10 µM. 1.2% of 310,000 active;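 active = ratio plate-corrected score three or more library SD toward inhibition, starting fluorescence score within five deviations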;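 also: score derived from kinetic fluorescence span divided by baseline fluorescence per well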
An asterisk follows results filed as active; i = inactive; . = not tested or not shown.

SMILES	KCNK9 inh	RGS4 act	RGS4 block	KCNK3 inh	hERG rescue	MrgX1 allo act	KCNQ1 pot	MrgX1 agonist	KCNQ1 block	TMEM16A act	ANO1 block
COc1cccc(-n2c(O)c(C=NCc3ccc4c(c3)OCO4)c(=O)[nH]c2=O)c1	i	i	i	i	-7	i	i	i	i	i	i
CN1c2ccccc2Oc2ccccc21	i	i	i	i	-4	i	i	i	i	i	i
O=c1[nH]c(=O)n(-c2ccc(Br)cc2)c(O)c1C=NCCN1CCCCC1	i	i	i	i	-11	i	i	i	i	i	i
CCOC(=O)c1c(-n2c(C)cc(/C=C3\C(=O)NC(=O)N(C)C3=O)c2C)sc2c1CCCC2	i	i	i	i	-17	i	i	i	i	i	i
C[n+]1c(-c2ccccc2)c2cc(N)ccc2c2ccc(N)cc21	i	i	i	i	-10	i	i	i	i	i	i
COC(=O)C1C2c3ccccc3OC1(C)N=c1s/c(=C/c3cnn(C)c3C)c(=O)n12 (centres undefined)	i	i	i	i	0	i	i	i	i	i	i
CC(=O)O[C@]1(C)C(=O)OC/C2=C/CN(C)CCC(OC(=O)[C@@](O)(C(C)O)C[C@H]1C)C2=O (some centres undefined)	i	i	i	i	-3	i	i	i	i	i	i
CC(C)(CN)CC(=O)O	i	i	i	i	-8	i	i	i	i	i	i
O=[N+]([O-])c1cc([As](=O)(O)O)ccc1O	.	.	.	i	.	i	.	i	.	i	i
O=C(COc1ccc(Cl)cc1)N1CCN(Cc2ccc([N+](=O)[O-])cc2)CC1	i	i	i	i	-11	i	i	i	i	i	i
CCCCn1c(O)c(C(CC)=NCc2cccnc2)c(=O)[nH]c1=O	i	i	i	i	-10	i	i	i	i	i	i
CCCCn1c(O)c(C=NCCCn2ccnc2)c(=O)[nH]c1=O	i	i	i	i	-4	i	i	i	i	i	i
CCOC(=O)c1c(C)[nH]c(C)c1C(=O)C(Cc1ccccc1)N(C)C (centres undefined)	i	i	i	i	-10	i	i	i	i	i	i
FC(F)(F)c1ccc2c(c1)nnn2C1CCN(Cc2nnnn2Cc2ccccc2)CC1	i	i	i	i	-6	i	i	i	i	i	i
COc1c(C)cc(C(=O)C2CCCN(Cc3ccccn3)C2)cc1C (centres undefined)	i	i	i	i	0	i	i	i	i	i	i
COP(=O)(OC)Oc1ccc(C(O)C(Cl)(Cl)Cl)cc1 (centres undefined)	i	i	i	i	-4	i	i	i	i	i	i
Cc1cc(OC(=O)N(C)C)nc2c1c(C)nn2C	i	i	i	i	-6	i	i	i	i	i	i
CC(C(=O)c1c[nH]c2ccccc12)N1CCOCC1 (centres undefined)	i	i	i	i	-9	i	i	i	i	i	i
COc1cc(CN2CCNCC2)cc(OC)c1OC	i	i	i	i	-5	i	i	i	i	i	i
CCCCC/C=C\C/C=C\C/C=C\C/C=C\CCCC(=O)Nc1ccc(O)cc1	i	i	i	.	-5	i	i	i	i	.	i
CCCCn1c(O)c(C(CC)=NCCCN(C)C)c(=O)[nH]c1=O	i	i	i	i	-18	i	i	i	i	i	i
Cc1occc1C(=O)N1CCC2(CC1)OCCO2	i	i	i	i	-6	i	i	i	i	i	i
CCOc1ccc(N2C(=O)/C(=C/c3ccc(C)o3)C(=O)NC2=S)cc1	i	i	i	i	-8	i	i	i	i	i	i
CN(C)C(=O)Oc1ccc(OCc2cccc[n+]2C)cc1	i	i	i	i	-8	i	i	i	i	i	i
CN(Cc1ccccc1)C(=C(Cl)Cl)/C(=C1/NCCN1Cc1ccc(Cl)nc1)[N+](=O)[O-]	i	i	i	i	-12	i	i	i	i	i	i
Cc1ccc(S(=O)(=O)N(C)C)cc1NC(=O)C(C)[N+]12CCN(CC1)CC2 (centres undefined)	i	i	i	i	-15	i	i	i	i	i	i
CC(=O)N1CN2CN(C1)CN(C(C)=O)C2	i	i	i	i	-5	i	i	i	i	i	i
CCNCCNc1ccc([N+](=O)[O-])c2cccnc12	i	i	i	i	-11	i	i	i	i	i	i
COc1ccc(N2C(=O)/C(=C/c3ccc(C)o3)C(=O)NC2=S)cc1	i	i	i	i	-2	.	i	.	i	i	.
C#C[C@]1(O)CC[C@H]2[C@@H]3CCC4=Cc5nc6nc7ccccc7n6cc5C[C@]4(C)[C@H]3CC[C@@]21C	.	.	.	-16*	.	i	.	i	.	i	i
CC1=C2C3OC(=O)C(C)C3CC[C@@]2(C)C=CC1=O (some centres undefined)	i	i	i	i	-2	i	i	i	i	i	i
Cc1cc(N2C(=O)C3CCCN3C2c2ccccc2)no1 (centres undefined)	i	i	i	i	-10	i	i	i	i	i	i
O=P(N1CCCCC1)(N1CCCCC1)C(Cl)(Cl)Cl	i	i	i	i	-9	i	i	i	i	i	i
O=C(Cc1ccc(Cl)c(Cl)c1)NCC1(N2CCOCC2)CCCCC1	i	i	i	i	-23	i	i	i	i	i	i
CNC(C(=O)c1ccccc1)C(OC)c1ccccc1 (centres undefined)	i	i	i	i	-5	i	i	i	i	i	i
O=C(c1cc(S(=O)(=O)N2CCCCC2)ccc1F)N1CCC2(CC1)OCCO2	i	i	i	i	-6	i	i	i	i	i	i
CN1C(=O)C(=Cc2ccc(N3CCCCCC3)o2)C(=O)N(C)C1=S	.	.	.	i	.	i	.	29*	.	i	i
CCOC(=O)c1c(/N=C/c2c(O)n(-c3ccccc3F)c(=S)[nH]c2=O)sc2c1CCCC2	i	i	i	i	-9	i	i	i	i	i	i
CCCCC(=O)N/N=C/c1c(O)n(CC)c(=S)[nH]c1=O	i	i	i	i	-10	i	i	i	i	i	i
CSc1ccc(C(=O)C2CCCN(CCCn3cccn3)C2)cc1 (centres undefined)	i	i	i	i	-13	i	i	i	i	i	i
Cc1ccc2c(c1)[C@@H]1CN(C)CC[C@@H]1N2C(=O)Nc1cccc(C(F)(F)F)c1	i	i	i	i	-11	i	i	i	i	i	i
CC(=O)c1ccc2c(c1)C1C(Cl)C(Sc3ccccc3[N+](=O)[O-])CC1C(C(=O)O)N2 (centres undefined)	.	.	.	i	.	i	.	i	.	i	i
COc1cccc(CNCCc2ccccc2)c1OC	i	i	i	i	-8	i	i	i	i	i	i
COC(=O)C1=C(c2cc3ccccc3s2)C[C@@H]2CC[C@H]1N2C(=O)N1CCOCC1	i	i	i	i	-9	i	i	i	i	i	i
Cc1cccc(CN2CCN(Cc3ccc(Cl)cc3)CC2)c1	i	i	i	i	-11	i	i	i	i	i	i
O=C(COC(=O)Cc1ccccc1)Nc1ccc(SC(F)F)cc1	i	i	i	i	-4	i	i	i	i	i	i
CCn1c(O)c(/C(C)=N/N2CCCCC2c2cccnc2)c(=O)[nH]c1=S (centres undefined)	i	i	i	i	-10	i	i	i	i	i	i
CN1C(=O)C(C2(C#N)CCCCC2)C(=O)N(C)C1=O	i	i	i	i	-6	i	i	i	i	i	i
C[C@]12CC[C@H](O)C[C@H]1CC[C@@H]1[C@@H]2C[C@@H](O)[C@]2(C)[C@@H](C3=CC(=O)OC3)CC[C@]12O	.	.	.	i	.	i	.	i	.	i	i
O=C(NC(=O)N1CCC2(CC1)OCCO2)c1ccc(Cl)cc1	i	i	i	i	-15	i	i	i	i	i	i

The list continues.
SMILES	KCNK9 inh	RGS4 act	RGS4 block	KCNK3 inh	hERG rescue	MrgX1 allo act	KCNQ1 pot	MrgX1 agonist	KCNQ1 block	TMEM16A act	ANO1 block
CC1CN=C(Nc2ccccc2)S1 (centres undefined)	i	i	i	i	-4	i	i	i	i	i	i
COc1cc(/C=C2/C(=O)NC(=O)N(c3ccccc3)C2=O)ccc1O	i	i	i	i	-4	i	i	i	i	i	i
COC(=O)C1=C(c2cc3ccccc3o2)C[C@@H]2CC[C@H]1N2C(=O)N1CCOCC1	i	i	i	i	-5	i	i	i	i	i	i
CC1=CC(=O)NP(=O)(Oc2ccc3ccccc3c2)N1 (centres undefined)	i	i	i	i	-6	i	i	i	i	i	i
CN(C)CCN=Cc1c(O)n(Cc2ccc3c(c2)OCO3)c(=S)[nH]c1=O	i	i	i	i	-12	i	i	i	i	i	i
O=C(Cc1ccccc1)OCCNC(=O)c1cccnc1	i	i	i	i	-10	i	i	i	i	i	i
O=c1[nH]c(=O)n(-c2ccccc2F)c(O)c1/C=C1\C=Nc2ccccc21	i	i	11*	i	-13	i	i	47*	i	i	i
CCN(CC)C(=O)c1ccc(N2C(=O)C3CC=C(Cl)CC3C2=O)cc1 (centres undefined)	i	i	i	i	-7	i	i	i	i	i	i
CCOC(=O)c1c(N)n(CCN2CCCCC2)c2nc3ccccc3nc12	i	i	i	i	-8	i	i	i	i	i	i
O=C(CSc1ccccc1)N1CCC2(CC1)OCCO2	i	i	i	i	-4	i	i	i	i	i	i
CCCC1=C(C(=O)OCC)C2(C(=O)Nc3ccc(C)cc32)C(C#N)=C(N)O1 (centres undefined)	i	i	i	i	-7	i	i	i	i	i	i
O=c1c2ccccc2nc(/C=C/c2ccccc2F)n1-c1ccccc1O	i	i	i	i	-8	i	i	i	i	i	i
COc1cc2c(cc1O)C[C@H]1c3c(cc(O)c(OC)c3-2)CCN1C	.	.	.	i	.	i	.	i	.	i	i
CCC(=Nc1ccccc1NC(C)=O)c1c(O)n(C)c(=O)n(C)c1=O	i	i	i	i	-7	i	i	i	i	i	i
COc1ccc(NC(=O)c2cn(CCC#N)nc2-c2cccc([N+](=O)[O-])c2)cc1	i	i	i	i	-4	i	i	i	i	i	i
CN1CCc2cccc(Cl)c2CC1	.	.	.	i	.	i	.	i	.	i	i
CCCC[N+]12C3C[C@H](C4[C@H](O)[C@]5(C[C@@H]41)c1ccccc1N(C)[C@@H]35)[C@H](CC)[C@H]2O (some centres undefined)	i	i	i	i	-9	i	i	i	i	i	i
Cc1cccc(N2C(=O)/C(=C/c3ccc(CN(CCC#N)S(C)(=O)=O)o3)C(=O)NC2=S)c1	i	i	i	i	-10	i	i	i	i	i	i

Screening results from PubChem.

A portion of the library, so the mix of outcomes need not match the whole.
